14-3-3g Raf = modulators of 14-3-3 gamma protein binding, primary screen, biochemical, fluorescence polarization. 14-3-3 protein gamma (Homo sapiens), P61981. FP, 14-3-3gamma / TMR-pS259-Raf peptide binding. actives 0.19% (n = 160,000). inhibition, % at 40 µM; in the data active means inhibition above about 30%;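 further: 0% = protein plus tracer without compound and 100% = blank with tracer alone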
Target sequence (P61981 whole entry, looked up): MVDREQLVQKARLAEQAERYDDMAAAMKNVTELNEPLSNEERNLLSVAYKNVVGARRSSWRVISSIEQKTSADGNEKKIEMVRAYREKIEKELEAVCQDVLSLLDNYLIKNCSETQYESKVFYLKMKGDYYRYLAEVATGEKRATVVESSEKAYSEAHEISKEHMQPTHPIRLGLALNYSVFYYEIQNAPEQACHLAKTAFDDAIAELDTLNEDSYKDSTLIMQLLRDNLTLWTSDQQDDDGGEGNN
* = called active by the depositor; & = joins results of further samples. The list is partial (hit frequency here may not be typical).

> COCCNc1ncnc2c1cnn2Cc1ccc(Cl)cc1
  14-3-3g Raf: -5

> Cc1ccc(OCC(=O)NC2CCCC2)cc1
  14-3-3g Raf: -8

> Cc1cccc(NC(=O)C(NS(=O)(=O)c2cccs2)C(C)C)c1C (stereo not drawn)
  14-3-3g Raf: -8

> Cc1ccc(C(=O)Nc2sc3c(c2C(=O)N2CCC(C)CC2)CCCC3)cc1
  14-3-3g Raf: -9

> CCOC(=O)C(NC(=O)CC(C)C)(Nc1cc(C)on1)C(F)(F)F (stereo not drawn)
  14-3-3g Raf: -1

> COC(=O)c1sc(NC(=O)c2csc3c2CCCC3)nc1C
  14-3-3g Raf: -13

> O=C(O)CN1CCN(Cc2ccccc2)C1=O
  14-3-3g Raf: -9&-9

> C=CCn1c2ccccc2c2nnc(SCC(=O)N3CCCCC3)nc21
  14-3-3g Raf: -15

> C=CCn1c(COc2cc(C)ccc2C(C)C)nc2ccccc21
  14-3-3g Raf: 4

> O=C(COc1ccccc1)NCc1n[nH]c(=S)n1-c1ccc(Br)cc1
  14-3-3g Raf: -9

> CCC1Oc2ccccc2N(CC(=O)NCc2cccc(OC)c2)C1=O (stereo not drawn)
  14-3-3g Raf: -6

> O=C(NCC1CCCO1)C1CCC(CNS(=O)(=O)c2ccc(Cl)cc2)CC1 (stereo not drawn)
  14-3-3g Raf: 3

> CCC(C(=O)O)n1c(C(F)(F)F)nc2ccccc21 (stereo not drawn)
  14-3-3g Raf: -4

> COCCSc1nnc(NC(=O)Cc2cccs2)s1
  14-3-3g Raf: -12

> CCCC(=O)N1CCc2cc(-c3nc(N)sc3C)ccc21
  14-3-3g Raf: -3

> Cc1c(C(=O)NC2CCCCC2C)oc2ccc(S(=O)(=O)N3CCOCC3)cc12 (stereo not drawn)
  14-3-3g Raf: -11

> COc1ccc(-n2c(=O)c3ccccc3n(CC(=O)Nc3cc(C)on3)c2=O)cc1OC
  14-3-3g Raf: -6

> COc1ccc(C(=O)N2CCC(N3CCN(c4ccccc4)CC3)CC2)cc1OC
  14-3-3g Raf: -7

> CCCC(=O)N(c1ccc2oc(C)c(C(=O)OC)c2c1)S(=O)(=O)c1ccc(Cl)c([N+](=O)[O-])c1
  14-3-3g Raf: -12

> CC(C)CCNC(=O)c1cc(Nc2cccc(C(F)(F)F)c2)nc2ccccc12
  14-3-3g Raf: -13

> Cn1c(=O)c2c(SCC(N)=O)nc(CC(C)(C)C)nc2n(C)c1=O
  14-3-3g Raf: -3

> Cc1cnc(C(=O)OCC(=O)N2CCc3ccccc3C2)cn1
  14-3-3g Raf: -1

> NC(=O)C1(N2CCCCC2)CCN(C2CC(=O)NC2=O)CC1 (stereo not drawn)
  14-3-3g Raf: 1

> CCOC(=O)C1=C(C)OC(N)=C(C#N)C1c1cc(OC)c2c(c1)OCO2 (stereo not drawn)
  14-3-3g Raf: 2

> Cc1ccc(C)c(NC(=O)c2ccc3c(c2)N(Cc2ccc(F)cc2)C(=O)CS3=O)c1 (stereo not drawn)
  14-3-3g Raf: 6

> Cc1ccc(Cc2c(C)nc3nc(SCC(=O)NC4CCC(C)CC4)nn3c2C)cc1 (stereo not drawn)
  14-3-3g Raf: -9

> CCOC(=O)C1=C(C)NC(=S)NC1c1cccc(OC)c1 (stereo not drawn)
  14-3-3g Raf: -7

> COC(=O)C1CCCN1C(C(=O)NC1CCCCC1)c1ccc(Cl)cc1 (stereo not drawn)
  14-3-3g Raf: -5&-8

> COC(=O)C1=C(C)N(C)C(=S)NC1c1cccc(OC)c1 (stereo not drawn)
  14-3-3g Raf: -6

> COc1cc(C=Cc2nc3ccccc3c(=O)n2-c2ccc(C)cc2)cc(OC)c1OC
  14-3-3g Raf: -3

> COc1ccc(/C=N/c2nc3ccccc3n2C)cc1OC
  14-3-3g Raf: 0

> CC(=O)c1c(C)oc2ccc(N(C(=O)c3ccccc3Cl)S(=O)(=O)c3cccc([N+](=O)[O-])c3)cc12
  14-3-3g Raf: -22

> N#Cc1nc(-c2ccccc2Cl)oc1N1CCOCC1
  14-3-3g Raf: 3

> CCOc1ccc(N2C(=O)CC(NCc3ccc4c(c3)OCO4)C2=O)cc1 (stereo not drawn)
  14-3-3g Raf: -4

> Cc1cc(=O)oc2cc(OCC(=O)N3CCCC(C)C3)ccc12 (stereo not drawn)
  14-3-3g Raf: -5

> Cc1nc(-c2ccc(NC(=O)c3ccccc3[N+](=O)[O-])cc2)cs1
  14-3-3g Raf: -6

> CCCCNC(=O)Nc1cnn(CC)c1C(N)=O
  14-3-3g Raf: -7

> O=C(NCc1ccccn1)C(=O)N1CCCC1
  14-3-3g Raf: -1

> C=CCSc1nc2c(c(=O)[nH]c(=O)n2C)n1CCC
  14-3-3g Raf: 8

> CCOc1ccc(Nc2cc(C)nc3ccc(OC)cc23)cc1
  14-3-3g Raf: -41

> Cc1cccc2cc(C#N)c(NCCNS(=O)(=O)c3ccc4c(c3)OCCO4)nc12
  14-3-3g Raf: -3

> CCOc1ccc(C(=O)Nc2ccc(-c3nc4cc(Cl)ccc4o3)cc2)cc1[N+](=O)[O-]
  14-3-3g Raf: -68

> Cc1cccc(N2CCN(S(=O)(=O)c3ccc(F)c(C(=O)Nc4ccc(C(C)C)cc4)c3)CC2)c1C
  14-3-3g Raf: 3

> Cc1ccc(C(=O)N2CCN(S(=O)(=O)c3ccccc3)C2c2ccc(N(C)C)cc2)cc1 (stereo not drawn)
  14-3-3g Raf: -4

> Cc1[nH]c2ccc(-c3nnc(SCCO)n3-c3ccc(Br)cc3)cc2c1C
  14-3-3g Raf: -5

> O=C(c1ccc2c(=O)n(Cc3ccccc3Cl)c(=S)[nH]c2c1)N1CCN(c2ccccc2)CC1
  14-3-3g Raf: -4

> COc1ccc(C2C3=C(CCCC3=O)Nc3nc4ccccc4n32)cc1OC (stereo not drawn)
  14-3-3g Raf: -8

> CN(C)S(=O)(=O)c1ccc(C(=O)NCCSc2c(-c3ccc(Cl)cc3)[nH]c3ccccc23)cc1
  14-3-3g Raf: 8

> COc1ccc(-c2nnnn2-c2ccccc2OC)cc1
  14-3-3g Raf: -18

> O=C1C2C(c3ccccc3)C=CC(c3ccccc3)C2C(=O)N1c1ccc(O)cc1 (stereo not drawn)
  14-3-3g Raf: -8

Next part.
mol,14-3-3g Raf
Cc1cc(OCc2nc(-c3ccncc3)no2)cc(C)c1Cl,-10
CN(C)c1nc(Oc2ccc(/C=N/O)cc2)nc(N(C)C)n1,3
Cc1ccc(C)c(N(C(=O)Cn2nnc(-c3cccs3)n2)C(C(=O)NC2CC2)c2ccc(C)o2)c1 (stereo not drawn),0
COc1cc2c(cc1OC)C1C(C(=O)N3CCCCC3C)c3ccccc3C(=O)N1CC2 (stereo not drawn),-22
CC1=C(C(=O)OC2CCCCC2)C(c2ccco2)n2ncnc2N1 (stereo not drawn),0
Cn1c(=O)oc2cc(S(=O)(=O)Nc3cccc(C(=O)O)c3)ccc21,-7
Cn1c(-c2ccc(C(C)(C)C)cc2)n[nH]c1=S,0
CC(C)c1ccc2nc(-c3ccc(N)cc3)[nH]c2c1,-11
Cc1cc2c(s1)CCCCC(=O)N2,-5
O=C1C2C=NNC2C(=O)N1Cc1ccccc1 (stereo not drawn),-4
COCC(=O)N(Cc1cc2ccccc2[nH]c1=O)c1ccc(OC)cc1,-4
Cc1ccc(NC(=O)CCCN2C(=O)c3cccnc3C2=O)cc1,1
Cc1ccc(-c2nc3ccc(C)cn3c2Nc2ccc3c(c2)OCCO3)cc1,-10
CCN1CCN(C(=O)c2ccc3c(=O)n(C4CCCC4)c(=S)[nH]c3c2)CC1,-7
Cn1c(=O)c2c(nc(CN3CCc4ccccc4C3)n2Cc2ccc(Cl)cc2)n(C)c1=O,1
COc1ccc(OC)c(C2C=C(c3ccc(C)c(C)c3)Nc3nnnn32)c1 (stereo not drawn),-1
O=C(NCc1cccs1)C1CCN(c2ccc(S(=O)(=O)N3CCOCC3)cc2Cl)CC1,-3
COc1ccc(C2C(C(=O)N3CCN(c4ccccc4)CC3)CCC(=O)N2c2cc(OC)c(OC)c(OC)c2)cc1 (stereo not drawn),-6
CCOc1ccc(-c2cn(-c3ccc(F)cc3)c(=O)[nH]2)cc1Cl,-20
Cc1ccccc1C1C=C(c2ccc(Br)s2)Nc2nnnn21 (stereo not drawn),1
O=C(CSc1nccn1-c1cccc(Cl)c1)NC1CCCC1,-4&3
O=c1c2ccccc2nc(C=Cc2ccc([N+](=O)[O-])cc2)n1Cc1ccccc1,7
CCN(CC)S(=O)(=O)c1ccc(C(=O)N=c2sc3cc([N+](=O)[O-])ccc3n2CC)cc1,-6
C=CCNC(=O)c1cc(S(=O)(=O)N2CCCC(C)C2)ccc1F (stereo not drawn),-5

Another view of 28 compounds above.
| 14-3-3g Raf | smiles |
| --- | --- |
| -8 | COc1ccc(C2C3=C(CCCC3=O)Nc3nc4ccccc4n32)cc1OC (stereo not drawn) |
| 8 | CN(C)S(=O)(=O)c1ccc(C(=O)NCCSc2c(-c3ccc(Cl)cc3)[nH]c3ccccc23)cc1 |
| -18 | COc1ccc(-c2nnnn2-c2ccccc2OC)cc1 |
| -8 | O=C1C2C(c3ccccc3)C=CC(c3ccccc3)C2C(=O)N1c1ccc(O)cc1 (stereo not drawn) |
| -10 | Cc1cc(OCc2nc(-c3ccncc3)no2)cc(C)c1Cl |
| 3 | CN(C)c1nc(Oc2ccc(/C=N/O)cc2)nc(N(C)C)n1 |
| 0 | Cc1ccc(C)c(N(C(=O)Cn2nnc(-c3cccs3)n2)C(C(=O)NC2CC2)c2ccc(C)o2)c1 (stereo not drawn) |
| -22 | COc1cc2c(cc1OC)C1C(C(=O)N3CCCCC3C)c3ccccc3C(=O)N1CC2 (stereo not drawn) |
| 0 | CC1=C(C(=O)OC2CCCCC2)C(c2ccco2)n2ncnc2N1 (stereo not drawn) |
| -7 | Cn1c(=O)oc2cc(S(=O)(=O)Nc3cccc(C(=O)O)c3)ccc21 |
| 0 | Cn1c(-c2ccc(C(C)(C)C)cc2)n[nH]c1=S |
| -11 | CC(C)c1ccc2nc(-c3ccc(N)cc3)[nH]c2c1 |
| -5 | Cc1cc2c(s1)CCCCC(=O)N2 |
| -4 | O=C1C2C=NNC2C(=O)N1Cc1ccccc1 (stereo not drawn) |
| -4 | COCC(=O)N(Cc1cc2ccccc2[nH]c1=O)c1ccc(OC)cc1 |
| 1 | Cc1ccc(NC(=O)CCCN2C(=O)c3cccnc3C2=O)cc1 |
| -10 | Cc1ccc(-c2nc3ccc(C)cn3c2Nc2ccc3c(c2)OCCO3)cc1 |
| -7 | CCN1CCN(C(=O)c2ccc3c(=O)n(C4CCCC4)c(=S)[nH]c3c2)CC1 |
| 1 | Cn1c(=O)c2c(nc(CN3CCc4ccccc4C3)n2Cc2ccc(Cl)cc2)n(C)c1=O |
| -1 | COc1ccc(OC)c(C2C=C(c3ccc(C)c(C)c3)Nc3nnnn32)c1 (stereo not drawn) |
| -3 | O=C(NCc1cccs1)C1CCN(c2ccc(S(=O)(=O)N3CCOCC3)cc2Cl)CC1 |
| -6 | COc1ccc(C2C(C(=O)N3CCN(c4ccccc4)CC3)CCC(=O)N2c2cc(OC)c(OC)c(OC)c2)cc1 (stereo not drawn) |
| -20 | CCOc1ccc(-c2cn(-c3ccc(F)cc3)c(=O)[nH]2)cc1Cl |
| 1 | Cc1ccccc1C1C=C(c2ccc(Br)s2)Nc2nnnn21 (stereo not drawn) |
| -4&3 | O=C(CSc1nccn1-c1cccc(Cl)c1)NC1CCCC1 |
| 7 | O=c1c2ccccc2nc(C=Cc2ccc([N+](=O)[O-])cc2)n1Cc1ccccc1 |
| -6 | CCN(CC)S(=O)(=O)c1ccc(C(=O)N=c2sc3cc([N+](=O)[O-])ccc3n2CC)cc1 |
| -5 | C=CCNC(=O)c1cc(S(=O)(=O)N2CCCC(C)C2)ccc1F (stereo not drawn) |

(cont.)
mol,14-3-3g Raf
COc1ccc(-c2ccc(CCC(=O)O)n2-c2ccc3ccccc3c2)cc1,-71
CCN(CC)CCN1C(=O)C(=O)/C(=C(/O)c2c(C)[nH]c(C(=O)OC)c2C)C1c1cccnc1 (stereo not drawn),-5
O=C(NCc1ccccn1)c1ccc(=O)oc1,-1
COc1ccc(Cl)cc1C(=O)Nc1ccc(NC(=O)c2ccco2)cc1,-1&0
Fc1ccc(-c2nnc3ccc(N4CCCC4)nn23)cc1,1
CCN1C(=O)N(C)C2C1N(CC)C(=O)N2C (stereo not drawn),0
Cc1[nH]nc(N=CC2=C(O)CC(c3ccco3)CC2=O)c1-c1ccccc1 (stereo not drawn),-2
O=C(CSc1nnc(CNC(=O)c2cccs2)o1)Nc1ccccc1F,1
C=CCOc1cc2c(C)cc(=O)oc2cc1Cl,-16
COc1ccc(Cl)cc1C(=O)Nc1sc2c(c1C(N)=O)CCCC2,-15
Nc1c(C(=O)NCc2ccccc2)sc2nc3c(c(-c4ccco4)c12)CCCC3,-1
C=CCOC(=O)c1c2c(n3cc4ccccc4cc13)C(=O)c1ccccc1C2=O,-44
COc1[nH]c2ccc(F)cc2c1C(=O)OCC1CCN(CCNS(C)(=O)=O)CC1,-1
CC(C)(C)c1ccc(OCCNc2cc(N3CCCCC3)ccc2[N+](=O)[O-])cc1,2
N#Cc1ccc(-n2nnc3ccccc32)c([N+](=O)[O-])c1,-2
CCOC(=O)C1C(=O)CC(=O)CC1CC(C)SCC (stereo not drawn),-6
O=C(c1cc(C(=O)N2CCc3ccccc3C2)cc([N+](=O)[O-])c1)N1CCc2ccccc2C1,0
CCC(C)NC(=O)C1c2ccccc2C(=O)N1Cc1ccc(C)cc1 (stereo not drawn),-4
CCOc1ccc(NC(=O)C2c3ccccc3C(=O)N(C3CCCCC3)C2c2ccc(OC)cc2)cc1 (stereo not drawn),-1
Cc1ccc(F)cc1N1C(=O)C2C3CCC(C3)C2C1=O (stereo not drawn),1
CC(=O)Nc1ccc(S(=O)(=O)N[C@H](C(=O)O)C(C)C)cc1,2
COCCN1Cc2cccc(C(=O)Nc3ccc(OC)c(Cl)c3)c2C1=O,-11
CC(=O)c1c(C)oc2c1c1c(c3ccccc32)OCN(Cc2ccccc2)C1,-44
COc1ccc2c(c1)CCc1c(C(=O)NC3CCCCC3)noc1-2,-3&-9
Cc1c(C(=O)NCCCN2CCCC2=O)oc2ccccc12,-2
CCCCCC(=O)N1c2ccccc2NC2=C(C(=O)CC(c3ccc(OC)cc3)C2)C1c1cccc(F)c1 (stereo not drawn),3
CCn1c(=O)n(CC)c2cc([N+](=O)[O-])ccc21,2
O=C(Nc1cccc(F)c1)c1cccc(Cl)c1,-30

Screening data deposited in PubChem BioAssay by Emory University Molecular Libraries Screening Center.
